Nrf2 inh: inhibitors of Nrf2 signaling; A549 ARE-Fluc reporter, luciferase luminescence, 18-24 h; Potency, µM (series often up to 46 µM), for inactives: top-dose activity change, negative = inhibition, most hits filed as inhibitors; 360,000 compounds, 2.1% hits; also: potency is read from the fitted curve at half-maximal effect; % is scaled to controls: 0 for no effect and ±100 for the full control effect; nearly all actives have a fitted effect of over 60% in size
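In this cell-based qHTS, ARE-driven firefly luciferase in A549 cells reports Nrf2 activity; the luminescent signal after BugLite lysis is the measured value, with a prior CellTiter-Fluor read for cell health.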
S2 tox: cell viability loss in ATXN counter-screen. S2 cells (HEK-293 line with an ATXN2-luciferase reporter) viability, CellTiter-Fluor protease fluorescence, 24 h. Potency, µM (highest dose often 56.7 µM), actives largely listed as cytotoxic. 400,000 compounds, 0.49% hits; also: potency is read from the fitted curve at half-maximal effect; nearly all actives have a fitted effect of over 40% in size
A549 viability: counter-screen for Nrf2 inhibitors: cytotoxicity in A549 cells. A549 ARE-Fluc cells, CellTiter-Fluor viability, 18-24 h. Potency, µM (doses to about 46 µM), for the others: at the highest dose activity change, negative = cytotoxicity, usual class: inhibitors. 390,000 compounds, 0.16% hits. AID 504648; also: potency is read from the fitted curve at half-maximal effect; % is scaled to controls: 0 for no effect and ±100 for the full control effect
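Cytotoxicity counterscreen: CellTiter-Fluor fluorescence was measured in A549 ARE_Fluc cells after 18-24 h of compound exposure in a concentration series. The subsequent BugLite luminescent read reports ARE-luciferase activity.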
TGFb SMAD3 inh: blocks TGF-b signaling | HepG2 CAGA-GFP TGF-b/SMAD3 reporter, GFP fluorescence, 18 h; TGF-beta stimulated, 500 pg/mL final | Potency, µM (series often up to 46.1 µM), for the others: at the top dose activity, negative = inhibition, actives largely listed as inhibitors | 410,000 compounds, 1.2% hits; also: potency is read from the fitted curve at half-maximal effect; % is scaled to controls: 0 for no effect and ±100 for the full control effect; nearly all actives have a fitted effect of over 65% in size
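TGF-beta reporter screen: HEPG2 CAGA-GFP, 1% FBS, 500 pg/mL TGF-beta final, 18 h; per-cell GFP summed per well; curves fitted and categorized by class.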
Nrf2 ARE act: activators of Nrf2 (ARE) signaling | AREc32 ARE-luciferase reporter (MCF7-derived line), luminescence, 24 h | Potency, µM (top dose mostly 46.1 µM), for inactives: top-dose activation, most hits filed as activators | 410,000 compounds, 0.31% hits | AID 624171; also: potency is read from the fitted curve at half-maximal effect; % of control where 0% means no effect; nearly all actives have a fitted effect of over 65% in size
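Steps: seed AREc32_Fluc cells (1000/well, 5% FBS OPTI-MEM); incubate overnight at 37 deg C; add 23 nL compound; incubate 24 hr; add Steady-Glo; hold 30 min RT; read luminescence.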
IL-2 act: activators of IL-2; IL-2 activation reporter assay, cell-based qHTS; stimulated with anti-CD3/CD4/CD28 beads; in transgenic mouse T cells; activation, % (series mostly up to about 46 µM); 360,000 compounds, 0.065% hits; AID 652025; in the data active = activation above about 50%; inconclusive = mostly about 30% to 49%; also: 0% is about no effect
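Unstimulated transgenic mouse T cells; 60-min compound exposure; bead-based TCR/CD4/CD28 stimulation; 18 h culture, 37 degrees C; dual fluorescence (EGFP, DsRed) plate cytometry.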
HepG2 tox: counter-screen for TGF-b inhibitors: cytotoxicity in HepG2 cells. Potency, µM (titrated, usually from 46.1 µM), inactives show top-dose activity change, negative = cytotoxicity, most hits filed as cytotoxic. HepG2 CAGA-GFP viability, ATP luminescence, 18 h. 410,000 compounds, 0.76% hits; also: potency is read from the fitted curve at half-maximal effect; some results filed as inactive show a strong effect at the top dose
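CellTiter-Glo luminescence gave cytotoxicity after 18 hours at 37 degrees C. The cells were HepG2 CAGA-GFP in 1% FBS DMEM, stimulated with 500 pg/mL TGF-beta after compound addition. %Activity was normalised to no-cell wells (complete cell-killing) and DMSO (no toxicity), and curves were fitted and classified.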
ATXN2 expr inh: ATXN2 expression inhibition. HEK-293 ATXN2-luciferase reporter, luminescence, 24 h. Potency, µM (series often up to 57 µM), inactives show top-dose activity change, negative = inhibition, hits mostly inhibitors. 360,000 compounds, 0.72% hits; also: potency is read from the fitted curve at half-maximal effect; % is scaled to controls: 0 for no effect and ±100 for the full control effect; nearly all actives have a fitted effect of over 55% in size
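ATXN2-luciferase reporter cells (luciferase flanked by upstream and downstream ATXN2 gene portions) were treated 24 h at 37 °C with compounds at up to 57 uM. SteadyGlo luminescence gave expression; GF-AFC fluorescence gave viability.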
EPAC2 agonist: activates human EPAC2 exchange factor; Q8WZA2; EPAC2 activation, biochemical qHTS; response scale: 100% = 6.5 mM cAMP response; Potency, µM (titrated, usually from 154 µM), for the others: at the top dose activation, actives largely listed as activators; 360,000 compounds, 0.079% hits; AID 720711; also: potency is read from the fitted curve at half-maximal effect; nearly all actives have a fitted effect of over 50% in size
Target sequence (Q8WZA2 whole entry, looked up): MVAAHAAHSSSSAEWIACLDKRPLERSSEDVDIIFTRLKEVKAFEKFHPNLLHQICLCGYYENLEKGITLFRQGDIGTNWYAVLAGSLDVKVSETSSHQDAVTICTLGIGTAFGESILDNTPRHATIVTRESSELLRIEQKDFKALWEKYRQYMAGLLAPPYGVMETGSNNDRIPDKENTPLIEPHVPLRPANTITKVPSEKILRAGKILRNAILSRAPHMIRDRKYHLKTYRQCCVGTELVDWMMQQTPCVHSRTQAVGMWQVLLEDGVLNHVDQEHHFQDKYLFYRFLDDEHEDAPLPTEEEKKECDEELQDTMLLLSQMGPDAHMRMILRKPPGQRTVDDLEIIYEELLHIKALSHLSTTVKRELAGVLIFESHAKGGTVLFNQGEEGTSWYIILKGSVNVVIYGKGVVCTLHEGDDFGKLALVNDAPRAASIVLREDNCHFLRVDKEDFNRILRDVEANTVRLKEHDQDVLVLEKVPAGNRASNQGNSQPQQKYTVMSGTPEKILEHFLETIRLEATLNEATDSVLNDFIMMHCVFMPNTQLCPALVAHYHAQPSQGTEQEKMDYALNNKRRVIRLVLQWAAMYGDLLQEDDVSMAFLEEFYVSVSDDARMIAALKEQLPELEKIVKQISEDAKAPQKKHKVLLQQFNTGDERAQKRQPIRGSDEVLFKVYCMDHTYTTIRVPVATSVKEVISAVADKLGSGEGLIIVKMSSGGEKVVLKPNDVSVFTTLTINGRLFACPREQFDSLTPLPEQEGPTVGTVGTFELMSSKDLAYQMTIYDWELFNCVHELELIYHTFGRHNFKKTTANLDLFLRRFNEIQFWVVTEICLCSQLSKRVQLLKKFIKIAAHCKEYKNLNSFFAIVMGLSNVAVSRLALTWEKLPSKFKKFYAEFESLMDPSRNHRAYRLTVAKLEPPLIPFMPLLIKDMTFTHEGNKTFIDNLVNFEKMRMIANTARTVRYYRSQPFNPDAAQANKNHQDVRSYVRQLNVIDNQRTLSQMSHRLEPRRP
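Guanine nucleotide exchange by EPAC2 is measured as reduced fluorescence of BODIPY-GDP once it is released from 250 nM Rap1B. Plates are read kinetically for 30 min at room temperature; results are scaled to 6.5 mM cAMP.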
* marks the source's active call; other numbers are inactive results; i = inactive; u = inconclusive; x = no result given; & = joins results of further samples; [ ] = dose if it differs, or a comment. Unless noted, calls follow the shape of the dose curve; as a rule, active = well fitted curve in the direction sought with a large enough effect; inconclusive = small, poorly fitted or top-dose-only effect, or another doubt; inactive = no such curve, though single readings can be large; an effect the other way counts as inactive or inconclusive. Compounds as they come. About 4.3% of those tested had a hit in this group.

SMILES	Nrf2 inh	S2 tox	A549 viability	TGFb SMAD3 inh	Nrf2 ARE act	IL-2 act	HepG2 tox	ATXN2 expr inh	EPAC2 agonist
CC1=NN2C(=N)/C(=C\c3cc(C)n(-c4cccc(C)c4)c3C)C(=O)N=C2S1	-25.9%	x	-13.5%	7.7%	-0.7%	-6.3	11.4%	-8.9%	-4.7%
COc1ccc(C(=O)NCc2ccc3c(c2)CCN3C(=O)c2cccc(C)c2)cc1OC	x	x	1.0%	1.4%	0.1%	x	-9.3%	x	x
N#C/C(=C\c1ccc(OCc2ccc(Cl)cc2)cc1)C(=O)Nc1cccc(C(=O)O)c1	8.4%	i	-5.9%	0.9%	3.5%	3.8	-2.1%	21.5%	6.1%
CC(=O)Cc1nsc(NC(=O)c2ccc(-c3ccc(Cl)c(C(F)(F)F)c3)o2)n1	u	i	-26.7%	0.0%	-0.6%	1.6	-49.7%	5.6%	0.5%
N#Cc1cccc(NC(=O)CSc2nnc(C3CC3)n2C2CC2)c1	5.2%	u	8.8%	12.3%	-0.1%	-0.4	-1.7%	x	3.1%
O=C1NC(=O)c2cc(NC(=O)C3CCCO3)ccc21 (stereo not given)	9.0%	i	-8.0%	9.1%	-0.4%	-0.1	7.1%	7.8%	1.2%
CCN(CC)c1ccc(NC(=O)c2nc3nc(C)cc(C(F)F)n3n2)cc1	-1.5%	i	-0.5%	9.1%	0.1%	-2.9	-3.3%	-4.9%	-5.6%
COc1ccc(C(=O)N/N=C(\C)CC(=O)Nc2ccc(N(C)C)cc2)c(OC)c1	7.4%	i	0.3%	-8.6%	-0.2%	-1.3	-0.6%	-0.4%	-0.4%
CCc1noc(C)c1C(=O)Nc1nc2ccc(S(C)(=O)=O)cc2s1	u	i	-0.7%	-4.3%	3.5%	0.4	0.0%	8.6%	6.1%
CCOC(=O)c1[nH]c(C)c(CCC(=O)NC(C)c2ccccc2)c1C (stereo not given)	x	i	5.8%	1.1%	0.1%	x	5.6%	-5.1%	x
Cc1ccc(N(C(=O)c2cccc(C)c2)S(=O)(=O)c2ccc(Cl)cc2)cc1	u	i	-7.3%	u	-1.0%	x	-35.6%	u	x
CC1=CC(C)(C)n2c(O)c(N=NC(N)=S)c3cc(C)cc1c32	u	i	-8.9%	-6.7%	0.2%	-3.5	-33.2%	-14.4%	5.1%

4 compounds from above, reduced to Nrf2 ARE act:
mol,Nrf2 ARE act
CC1=NN2C(=N)/C(=C\c3cc(C)n(-c4cccc(C)c4)c3C)C(=O)N=C2S1,-0.7%
COc1ccc(C(=O)NCc2ccc3c(c2)CCN3C(=O)c2cccc(C)c2)cc1OC,0.1%
N#C/C(=C\c1ccc(OCc2ccc(Cl)cc2)cc1)C(=O)Nc1cccc(C(=O)O)c1,3.5%
CC(=O)Cc1nsc(NC(=O)c2ccc(-c3ccc(Cl)c(C(F)(F)F)c3)o2)n1,-0.6%

Next structures follow.
SMILES	Nrf2 inh	S2 tox	A549 viability	TGFb SMAD3 inh	Nrf2 ARE act	IL-2 act	HepG2 tox	ATXN2 expr inh	EPAC2 agonist
C=CCn1cc(/C=N/N2C(=O)C3C4C=CC(C4)C3C2=O)c2ccccc21 (stereo not given)	13.1%	u	14.6%	u	11.4%	1.1	-74.2%	x	12.6%
COc1ccc(C(=O)CC(c2ccccc2)C2C(=O)CCCC2=O)cc1 (stereo not given)	-2.4%	i	-8.8%	11.5%	-0.4%	1.4	-13.6%	7.2%	4.0%
O=C(NCCO)c1cccc(-c2cccc3nccn23)c1	x	i	x	15.7%	-0.6%	0.5	-2.3%	10.4%	11.7%
CCOC(=O)c1cnc(SC)nc1Sc1cc(Cl)ccc1Cl	5.5%	i	18.1%	5.4%	-0.2%	0.5	11.0%	-21.9%	-0.4%
CSc1ncc(C(=O)N2CCN(c3cc(Cl)ccc3C)CC2)c(C)n1	11.2%	i	10.7%	-24.0%	4.7%	x	-20.8%	u	x
COc1ccccc1NC(=O)c1coc(=O)c(Br)c1	u	i	-2.9%	-29.3%	u	-1.0	-1.7%	15.0%	5.5%
CCn1nc(C)c(NS(=O)(=O)c2ccc(C)cc2)c1C	u	i	-15.9%	-5.6%	0.4%	-2.4	-23.1%	-8.2%	4.8%
O=C(Nc1ccn(Cc2ccc(F)cc2)n1)c1ccncc1	u	i	-8.8%	-6.0%	0.9%	1.0	3.3%	-8.2%	8.1%
CCOc1ccc(/C(C)=N\NC(=O)Cc2ccccc2)cc1	-6.5%	i	0.0%	-3.2%	-0.3%	-0.2	-17.4%	-29.8%	2.4%
COc1cccc(Nc2c(F)c(F)c(F)c(F)c2C(=O)O)c1	-19.8%	i	-4.2%	-22.9%	-0.7%	-6.5	2.4%	4.3%	8.3%
CC(=O)Nc1ccc(NC(=O)c2ccc(COc3ccccc3)cc2)cc1	-3.6%	i	-0.6%	18.4%	0.1%	0.7	0.8%	x	7.4%
O=S(=O)(NCC1CCCN(Cc2ccccc2O)C1)c1cccc2cccnc12 (stereo not given)	5.7%	i	-7.0%	11.3%	-1.2%	-2.1	-3.5%	-10.9%	1.0%
O=S(=O)(/N=C(\Sc1ccc(Cl)cc1)c1ccccc1)c1ccccc1	-10.8%	i	-1.5%	u	1.6%	0.3	-27.4%	-17.9%	-0.1%
Cc1ccc([C@H]2C[C@H](O)[C@@H](n3cc(-c4ccc(F)cc4)nn3)CN2C(=O)C2CCCCC2)cc1	x	u	x	u	-0.1%	-3.3	9.2%	-38.3%	7.2%
Cn1c(=O)n(C)c2cc([N+](=O)[O-])c(N3CCN(C(=O)c4cccc(Cl)c4)CC3)cc21	u	i	-17.9%	u	4.3%	-0.4	-8.9%	3.9%	-4.1%
O=C(Nc1ccc(F)c(Cl)c1)N1CCCCCC1	8.9%	i	-2.1%	3.4%	1.7%	-1.0	0.3%	33.3%[activator]	-1.3%
O=C(CNC(=O)c1ccco1)NNC(=O)c1cccc(Cl)c1	6.9%	i	5.0%	-1.3%	-0.6%	-0.4	13.8%	3.8%	-3.1%
CC(C)C(=O)Nc1cccc(COc2cccc(CN(Cc3ccccc3)C(=O)OC(C)(C)C)c2)c1	u	i	3.1%	-21.4%	5.7%	-0.7	-21.0%	-14.4%	6.2%
COc1ccc(C(=O)N2CCC(C)(C(=O)NS(=O)(=O)C3CC3)C2)cc1 (stereo not given)	x	i	x	u	0.0%	1.0	-1.5%	8.7%	6.7%
CCC(Sc1nc2cc3c(cc2c(=O)n1Cc1ccco1)OCO3)C(=O)Nc1cccc(OC)c1 (stereo not given)	u	u	-30.0%	-14.6%	2.4%	-0.8	0.2%	-24.2%	0.3%
Cn1nc(-c2ccccc2)cc1NC(=O)c1ccccc1	-10.1%	i	6.1%	4.0%	-0.5%	-1.5	0.0%	-9.3%	4.7%
CC(=O)Nc1ccc(C(=O)Nc2ccncc2)cc1	-5.0%	x	-8.0%	-3.7%	0.2%	0.3	-14.5%	x	6.1%
Cc1ccc(N2C(=O)C(O)(C(F)(F)F)C3=C2CC(C)(C)CC3=O)cc1 (stereo not given)	0.3%	i	0.9%	4.2%	-0.4%	-3.7	9.4%	-6.2%	-0.9%
CCCCCCCCCCCCN1[C@@H](CC(=O)OC)c2cc(F)ccc2S1(=O)=O	6.6%	i	-0.5%	u	-0.8%	0.2	-3.6%&-3.9%	4.9%	-10.7%
CC1CCc2ccccc2N1C(=O)c1cccs1 (stereo not given)	-20.9%	i	-9.2%	2.2%	-0.4%	0.3	-2.5%	-11.1%	-5.9%
Cc1cccc(CNC(=O)CN2C(=O)CCCc3ccccc32)c1	u	x	3.8%	0.0%	-0.6%	x	2.0%	x	x
CCOC(=O)c1cc(-c2ccccc2)nn1CC1CC(c2ccc(Cl)cc2)=NO1 (stereo not given)	1.6%	i	-1.1%	16.8%	-0.3%	-4.5	9.3%	-8.7%	13.5%
CSc1ccccc1C(=O)NCC1CCCO1 (stereo not given)	-5.9%	i	6.2%	-5.9%	-0.8%	-0.5	0.8%	0.4%	3.8%
CNC(=O)Cn1ncc2c3ccccc3n(C)c2c1=O	-5.6%	i	-3.7%	18.3%	-0.2%	0.1	14.5%	x	8.3%
CCN(CC)c1ccc(/C=N/NC(=O)c2cnccn2)cc1	u	i	u	-0.5%	2.3%	0.9	2.0%	22.4%[11.3 µM]	-22.6%
O=C(NC1CCCCC1)C(c1ccc2ncccc2c1)N(Cc1ccc2c(c1)OCO2)C(=O)c1ccc2c(c1)OCCO2 (stereo not given)	-18.8%	i	-9.4%	0.6%	-0.6%	-3.4	12.1%	-11.0%[11.3 µM]	3.9%
O=C(Cn1c(=O)nc(-c2ccccc2)c2ccccc21)NCc1ccc(Cl)cc1	x	x	-27.1%	-9.8%	-1.1%	x	-6.3%	x	x
CCOC(=O)CSc1nc2c(sc3cccc(F)c32)c(=O)n1Cc1ccc(OC)cc1	x	i	0.6%	0.4%	-0.8%	x	-2.2%	9.6%	x

Retrieved by structure from above, 3 records:
SMILES	Nrf2 inh	S2 tox	A549 viability	TGFb SMAD3 inh	Nrf2 ARE act	IL-2 act	HepG2 tox	ATXN2 expr inh	EPAC2 agonist
CCOC(=O)c1cc(-c2ccccc2)nn1CC1CC(c2ccc(Cl)cc2)=NO1 (stereo not given)	1.6%	i	-1.1%	16.8%	-0.3%	-4.5	9.3%	-8.7%	13.5%
CC1CCc2ccccc2N1C(=O)c1cccs1 (stereo not given)	-20.9%	i	-9.2%	2.2%	-0.4%	0.3	-2.5%	-11.1%	-5.9%
CCN(CC)c1ccc(/C=N/NC(=O)c2cnccn2)cc1	u	i	u	-0.5%	2.3%	0.9	2.0%	22.4%[11.3 µM]	-22.6%

Bioassay records (PubChem)
